High-throughput results: PubChem, National Center for Advancing Translational Sciences (NCATS)
IL-1B inflam inh – inflammasome signaling inhibition, IL-1 beta readout; AID 743279; 360,000 tested, 4.7% active; activity change, % at 57.5 µM; THP-1 LPS/ATP IL-1B secretion, AlphaLISA, 16 h; hits give low values; in the data active = activity change below about -50%; inconclusive = mostly about -30% to -49%; note: % is set by controls: 0 for no effect and ±100 for the full control effect
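THP-1 cells pretreated 1 hr with compounds (up to 57.5 uM final), then stimulated with LPS (250 ng/mL final) plus ATP (1.25 mM final); secreted IL-1B measured by AlphaLISA after 16 hr, decreased signal indicating inhibition.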
KB-3-1 tox – kills parental KB-3-1 adenocarcinoma cells; KB-3-1 viability, CellTiter-Glo ATP luminescence, 72 h; Potency, µM (doses to about 46.1 µM), inactives show at the top dose activity change, negative = cytotoxic, most hits filed as cytotoxic; 400,000 tested, 1.4% active; AID 1347075; note: potency is the fitted concentration of half-maximal effect; % is set by controls: 0 for no effect and ±100 for the full control effect; nearly all actives have a fitted effect of over 60% in size
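Luminescent ATP read-out (CellTiter-Glo) measures survival of drug-naive KB-3-1 cells after 72 h compound exposure at 37 °C. Titration series was screened from lowest to highest concentration, with DMSO vehicle plates as background controls.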
GLP1R cytotox – cytotoxic in the GLP-1 receptor inverse agonist counter-screen; HEK293 cAMP-luciferase reporter cells, luminescence, 24 h; AID 624418; 410,000 tested, 0.13% active; Potency, µM (series often up to 38.3 µM), without a hit: at the highest dose activity change, negative = inhibition, usual class: inhibitors;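 note: loss of luciferase light is scored as toxicity; potency is the fitted concentration of half-maximal effect; % is set by controls: 0 for no effect and ±100 for the full control effect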
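Quantitative HTS format, 1536 wells, 200 cells/uL seeded. Compounds: 23 nL, 24 h, 37 °C. Detection: luciferase reagent, luminescence at 12 min RT; decreased signal taken as cytotoxic.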
DRD3 agonist – D3 dopamine receptor (human) agonism. P35462. D3R DiscoveRx beta-arrestin cells, luminescence, 90 min. max activation, %. 410,000 tested, 0.58% active. AID 652048; in the data active = max activation above about 30%; note: 0% is about no effect; mostly tested at two doses, the higher about 12 µM
Target sequence (P35462 whole entry, looked up): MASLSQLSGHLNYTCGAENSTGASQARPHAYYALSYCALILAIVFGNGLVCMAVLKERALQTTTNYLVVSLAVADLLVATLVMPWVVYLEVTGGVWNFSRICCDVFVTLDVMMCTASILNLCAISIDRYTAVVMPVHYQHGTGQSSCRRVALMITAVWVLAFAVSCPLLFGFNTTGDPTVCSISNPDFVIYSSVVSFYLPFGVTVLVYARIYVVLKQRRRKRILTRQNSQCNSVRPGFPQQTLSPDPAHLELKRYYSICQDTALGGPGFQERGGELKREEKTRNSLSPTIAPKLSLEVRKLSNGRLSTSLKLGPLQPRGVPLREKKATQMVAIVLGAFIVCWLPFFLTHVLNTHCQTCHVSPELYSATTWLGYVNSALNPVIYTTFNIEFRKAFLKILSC
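Agonist mode: compounds and dopamine controls were applied to plated cells for 90 min at 37 degrees C after an overnight attachment at 1500 cells/well. Luminescent read-out followed 30 - 60 minutes at room temperature with DiscoveRx detection reagent.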
MCF10A rereplic – induces DNA re-replication in MCF 10a normal breast cells | MCF 10A DNA re-replication, Hoechst nuclear intensity, 48 h | Potency, µM (titrated, usually from 46.1 µM), without a hit: at the top dose activity, positive = re-replication, actives largely listed as activators | 350,000 tested, 2.9% active | AID 624296; note: potency is the fitted concentration of half-maximal effect; % of control where 0% means no effect; nearly all actives have a fitted effect of over 50% in size
HT1080-NT tox – kills 2HG-producing HT-1080-NT fibrosarcoma cells; AID 686970; Potency, µM (titrated, usually from 46.1 µM), for inactives: at the highest dose activity, negative = less viability, most hits filed as cytotoxic; HT-1080-NT fibrosarcoma viability, CellTiter-Glo ATP luminescence, 48 h; 360,000 tested, 1.6% active;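 note: NT is the 2HG producing partner of a matched IDH1 knockdown line; potency is the fitted concentration of half-maximal effect; 0% = DMSO-treated cells and -100% = media-only wells without cells; nearly all actives have a fitted effect of over 55% in size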
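Compounds were tested in concentration-response format on HT-1080-NT cells for 48 hours at 37 degrees C. Cell viability came from CellTiter-Glo luminescence; curves were classified by r2, response magnitude and activity.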
SW480 rereplic – DNA re-replication induction in SW480 cells; 340,000 tested, 1.8% active; AID 624297; SW480 DNA re-replication, Hoechst DNA content imaging, 48 h; Potency, µM (top dose mostly 46.1 µM), without a hit: top-dose re-replication activation, hits mostly activators; note: potency is the fitted concentration of half-maximal effect; % of control where 0% means no effect; nearly all actives have a fitted effect of over 55% in size
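Readout is total intensity of Hoechst-stained nuclei, excited at 405 nm and collected at 500-530 nm. Compound treatment lasted 48 hr at 37 C in 5% CO2 before staining.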
HT1080 IDH1KD tx – toxicity to HT-1080 IDH1 knockdown cells (counter line); HT-1080 IDH1 knockdown viability, ATP luminescence, 48 h; Potency, µM (titrated, usually from 46.1 µM), inactives show top-dose activity, negative = toxicity, usual class: cytotoxic; 360,000 tested, 2% active;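 note: potency is the fitted concentration of half-maximal effect; 0% = DMSO wells and -100% = cell-free medium wells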
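After a 2 h attachment period, IDH1KD HT-1080 cells took pin-transferred compound for 48 h at 37 °C; ATP-based luminescence after 10 min room-temperature reagent incubation reported viability.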
KB-V1 MDR tox – KB-V1 MDR subline cytotoxicity; KB-V1 MDR cells viability, CellTiter-Glo, 72 h; Potency, µM (titrated, usually from 46.1 µM), inactives show at the top dose activity change, negative = cytotoxicity, hits mostly cytotoxic; 400,000 tested, 3.4% active; note: potency is the fitted concentration of half-maximal effect; % is set by controls: 0 for no effect and ±100 for the full control effect; nearly all actives have a fitted effect of over 60% in size
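Drug-selected KB-V1 cells, grown in DMEM lacking phenol red with 10% FBS, receive compound titrations; after three days at 37 degrees C, surviving cell ATP is quantified by CellTiter-Glo luminescence and responses normalized and curve-fitted.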
* hit, by the source's call; & = joins results of further samples; [ ] = remark or other dose. Unless noted, calls come from the whole dose curve; as a rule, active = well fitted curve in the direction sought with a large enough effect; inconclusive = small, poorly fitted or top-dose-only effect, or another doubt; inactive = no such curve, though single readings can be large; an effect the other way counts as inactive or inconclusive.

For CC(=O)N1N=C(c2cccc([N+](=O)[O-])c2)OC1c1ccc(Br)cc1 (stereo not given) the results were IL-1B inflam inh -6, KB-3-1 tox 3%, GLP1R cytotox 3%, DRD3 agonist 3, MCF10A rereplic -4%, HT1080-NT tox 3%, SW480 rereplic -4%, HT1080 IDH1KD tx 2% and KB-V1 MDR tox 8%.
Screening O=C(CN1C(=O)c2ccccc2C1=O)NCCc1c[nH]c2ccc(Cl)cc12 returned IL-1B inflam inh -3, KB-3-1 tox 3%, GLP1R cytotox 5%, DRD3 agonist 0, MCF10A rereplic 0%, HT1080-NT tox 5%, SW480 rereplic -2%, HT1080 IDH1KD tx 16% and KB-V1 MDR tox inconclusive.
`COC(=O)c1ccc(OC)c(-c2c(OC)cc(OC)cc2OC)c1` gave IL-1B inflam inh 8, KB-3-1 tox 5%, GLP1R cytotox 9%, DRD3 agonist -11, MCF10A rereplic 1%, HT1080-NT tox -1%, SW480 rereplic -1%, HT1080 IDH1KD tx -4% and KB-V1 MDR tox inconclusive.
Screening CCN(CC)c1ccc(NC(=O)c2nc3nc(C)cc(C(F)F)n3n2)cc1 returned IL-1B inflam inh -14, KB-3-1 tox 12%, GLP1R cytotox -14%, DRD3 agonist 3, MCF10A rereplic 2%, HT1080-NT tox 0%, SW480 rereplic -2%, HT1080 IDH1KD tx -13% and KB-V1 MDR tox 0%.
`COc1ccc(OC)c(C(C)NC(C)=O)c1` (stereo not given) gave IL-1B inflam inh -4, KB-3-1 tox 0%, GLP1R cytotox 14%, DRD3 agonist 0, MCF10A rereplic 0%, HT1080-NT tox 1%, SW480 rereplic -3%, HT1080 IDH1KD tx -6% and KB-V1 MDR tox -18%.
`CCP(=O)(CC)C(C)(C)CP(=O)(c1ccccc1)c1ccccc1` gave IL-1B inflam inh 0, KB-3-1 tox 2%, GLP1R cytotox 9%, DRD3 agonist -5, MCF10A rereplic 0%, HT1080-NT tox 16%, SW480 rereplic -13%, HT1080 IDH1KD tx 2% and KB-V1 MDR tox -1%.
COCC1CCCCC1OS(N)(=O)=O (stereo not given) was read as IL-1B inflam inh 0, KB-3-1 tox 29%, GLP1R cytotox -31%, DRD3 agonist 1, MCF10A rereplic 9%, HT1080-NT tox 9%, SW480 rereplic -3%, HT1080 IDH1KD tx 7% and KB-V1 MDR tox 12%.
For O=C(NNC(=O)c1ccccc1-c1ccccc1C(=O)O)c1cccc([N+](=O)[O-])c1 the results were IL-1B inflam inh 10, KB-3-1 tox 3%, GLP1R cytotox 5%, DRD3 agonist -13, MCF10A rereplic -12%, HT1080-NT tox 12%, SW480 rereplic -1%, HT1080 IDH1KD tx 20% and KB-V1 MDR tox inconclusive.
COc1ccc(-n2cc(-c3ccccc3)c3c(NCCOCCO)ncnc32)cc1 was read as IL-1B inflam inh -19, KB-3-1 tox 6%, GLP1R cytotox 5%, DRD3 agonist 7, MCF10A rereplic -16%, HT1080-NT tox -7%, SW480 rereplic -1%, HT1080 IDH1KD tx -8% and KB-V1 MDR tox -12%.
Screening Cc1cccc(OCC(=O)NCC(=O)N/N=C/c2ccc(N(C)C)cc2)c1 returned IL-1B inflam inh 11, KB-3-1 tox -6%, GLP1R cytotox 3%, DRD3 agonist 1, MCF10A rereplic 3%, HT1080-NT tox 4%, SW480 rereplic -1%, HT1080 IDH1KD tx 2% and KB-V1 MDR tox 1%.
For Cc1c(Cc2ccccc2)c(=O)oc2cc(OC(C)C(=O)NCC3CCC(C(=O)O)CC3)c(Cl)cc12 (stereo not given) the results were IL-1B inflam inh 29, KB-3-1 tox 0%, GLP1R cytotox 2%, DRD3 agonist -18, MCF10A rereplic 0%, HT1080-NT tox -2%, SW480 rereplic -6%, HT1080 IDH1KD tx 1% and KB-V1 MDR tox -10%.
For COc1cc2c(cc1NC(=O)CSc1nc3ccccc3[nH]1)oc1ccccc12 the results were IL-1B inflam inh inconclusive, KB-3-1 tox 1%, GLP1R cytotox 0%, DRD3 agonist -8, MCF10A rereplic inconclusive, HT1080-NT tox inconclusive, SW480 rereplic inconclusive, HT1080 IDH1KD tx inconclusive and KB-V1 MDR tox -1%.
Cc1ccc(-c2c(C#N)c(N)nc3c2CCCCC3)cc1 was read as IL-1B inflam inh 14, KB-3-1 tox -3%, GLP1R cytotox -2%, DRD3 agonist -10, MCF10A rereplic 1%, HT1080-NT tox 2%, SW480 rereplic 2%, HT1080 IDH1KD tx -10% and KB-V1 MDR tox 0%.
Screening N#CCc1c(C#N)c(N)nc(N2CCOCC2)c1C#N returned IL-1B inflam inh 24, KB-3-1 tox -2%, GLP1R cytotox -24%, DRD3 agonist -4, MCF10A rereplic 15%, HT1080-NT tox inconclusive, SW480 rereplic 7%, HT1080 IDH1KD tx inconclusive and KB-V1 MDR tox 5%.
COc1ccc(-c2nnc3ccc(SCC(=O)NCc4ccco4)nn23)cc1 was read as IL-1B inflam inh 12, KB-3-1 tox 6%, GLP1R cytotox -16%, DRD3 agonist -4, MCF10A rereplic -2%, HT1080-NT tox 1%, SW480 rereplic 0%, HT1080 IDH1KD tx -4% and KB-V1 MDR tox 11%.
Screening CCOC(=O)N1CCN(C(=O)c2cccc(OC)c2O)CC1 returned IL-1B inflam inh -27, KB-3-1 tox -3%, GLP1R cytotox 1%, DRD3 agonist -8, MCF10A rereplic -4%, HT1080-NT tox 1%, SW480 rereplic -5%, HT1080 IDH1KD tx -6% and KB-V1 MDR tox -7%.
`CCOc1ccccc1NC1=C(Cl)C(=O)N(c2ccc(OC)cc2)C1=O` gave IL-1B inflam inh -17, KB-3-1 tox -4%, GLP1R cytotox 50%, DRD3 agonist -1, MCF10A rereplic 0%, HT1080-NT tox 3%, SW480 rereplic -1%, HT1080 IDH1KD tx -19% and KB-V1 MDR tox 0%.
`COc1ccccc1Cn1c(=S)[nH]c2cc(C(=O)NCCN3CCOCC3)ccc2c1=O` gave IL-1B inflam inh 9, KB-3-1 tox -3%, GLP1R cytotox 4%, DRD3 agonist 7, MCF10A rereplic 0%, HT1080-NT tox 1%, SW480 rereplic 0%, HT1080 IDH1KD tx 8% and KB-V1 MDR tox 15%.
Screening CC(=O)Nc1c(C(=O)NCc2ccccc2)nnn1Cc1ccccc1 returned IL-1B inflam inh -7, KB-3-1 tox -1%, GLP1R cytotox -5%, DRD3 agonist 2, MCF10A rereplic 10%, HT1080-NT tox 0%, SW480 rereplic -1%, HT1080 IDH1KD tx 6% and KB-V1 MDR tox 3%.
Screening Cc1cc2nc(C(C)(C)C)c(Cc3cccc(F)c3)n2c(C)c1Br returned IL-1B inflam inh 54, KB-3-1 tox 0%, GLP1R cytotox -10%, DRD3 agonist 6, HT1080-NT tox inconclusive, HT1080 IDH1KD tx inconclusive and KB-V1 MDR tox -2%.
Screening O=C(COC(=O)c1cc([N+](=O)[O-])ccc1N1CCOCC1)Nc1ccc(Cl)cn1 returned IL-1B inflam inh -9, KB-3-1 tox inconclusive, GLP1R cytotox inconclusive, DRD3 agonist 1, MCF10A rereplic inconclusive, HT1080-NT tox -1%, SW480 rereplic inconclusive, HT1080 IDH1KD tx -5% and KB-V1 MDR tox 13µM*.
`COc1ccc(-c2cc(C(=O)Nc3cc(C)nn3-c3ccccc3)no2)cc1OC` gave IL-1B inflam inh -2, KB-3-1 tox -32%&0%, GLP1R cytotox 5%&1%, DRD3 agonist 5&12, MCF10A rereplic 1%, HT1080-NT tox -2%, SW480 rereplic -9%, HT1080 IDH1KD tx 0% and KB-V1 MDR tox inconclusive.
Cc1ccnc(NC(=O)COC(=O)c2ccc(F)cc2F)n1 was read as IL-1B inflam inh -11, KB-3-1 tox 10%, GLP1R cytotox -6%, DRD3 agonist 2, MCF10A rereplic -1%, HT1080-NT tox 8%, SW480 rereplic -3%, HT1080 IDH1KD tx 16% and KB-V1 MDR tox 18%.
For Cc1ccc(Cn2nc(C)c(C(=O)NCC(c3cccs3)N3CCOCC3)c2Cl)cc1 (stereo not given) the results were IL-1B inflam inh 8, KB-3-1 tox -3%, GLP1R cytotox 7%, DRD3 agonist 5, MCF10A rereplic 12%, HT1080-NT tox 3%, SW480 rereplic -10%, HT1080 IDH1KD tx -13% and KB-V1 MDR tox inconclusive.
Cc1cccnc1NC(=O)c1ccccc1NC(=O)C(C)(C)C was read as IL-1B inflam inh 0, KB-3-1 tox 5%, GLP1R cytotox -7%, DRD3 agonist 2, MCF10A rereplic 8%, HT1080-NT tox 10%, SW480 rereplic -7%, HT1080 IDH1KD tx 13% and KB-V1 MDR tox 3%.
C=COCCNC(=S)N1CCOCCOCCN(C(=S)NCCOC=C)CCOCC1 was read as IL-1B inflam inh 11, KB-3-1 tox inconclusive, GLP1R cytotox 14%, DRD3 agonist -1, MCF10A rereplic -32%[inhibitor], HT1080-NT tox 7%, SW480 rereplic -20%, HT1080 IDH1KD tx 2% and KB-V1 MDR tox 4%.
For CCOc1ccc(NC(=O)Cn2c(=O)n(CC3CCC(C(=O)NCCc4ccccc4)CC3)c(=O)c3ccccc32)cc1 (stereo not given) the results were KB-3-1 tox 7%, GLP1R cytotox 0%, DRD3 agonist 4 and KB-V1 MDR tox inconclusive.
`Cc1ccc2nc(NC(=O)CN(C)S(=O)(=O)c3ccc(Br)s3)sc2c1` gave IL-1B inflam inh -18, KB-3-1 tox inconclusive, GLP1R cytotox -27%, DRD3 agonist 0, MCF10A rereplic 23µM*, HT1080-NT tox inconclusive, SW480 rereplic inconclusive, HT1080 IDH1KD tx -23% and KB-V1 MDR tox inconclusive.
